Tb PFK inh = qHTS Assay to Find Inhibitors of T. brucei phosphofructokinase | AID 485367, 2010 | actives 0.17% (n = 330,000) | ATP-dependent 6-phosphofructokinase (Trypanosoma brucei brucei), O15648 | T. brucei PFK, ADP-Glo luminescence | Potency, µM (doses to about 57.5 µM), for the others: at the highest dose activity, negative = inhibition, hits mostly inhibitors;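 note: potency is the fitted concentration of half-maximal effect; 0% = uninhibited 1x PFK enzyme wells and -100% = no-enzyme wells; nearly all actives have a fitted effect of over 60% in size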
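PFK 1.25 nM, F6P 0.5 mM, ATP 0.1 mM, 0.1 M TEA pH 8.0, 5 mM MgCl2, 0.01% Tween20, 0.1% BSA; 45 min RT. ADP-Glo readout. qHTS titration up to 57 uM; curves fitted, compounds curve-classed.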
TSG101-PTAP inh = qHTS Assay for Iinhibitors of HIV-1 Budding by Blocking the Interaction of PTAP/TSG101. Tumor susceptibility gene 101 protein (Homo sapiens), Q99816. Fluorescence polarization, FITC-PTAP peptide / Tsg101 binding. Potency, µM (highest dose often 115 µM), without a hit: at the highest dose activity change, negative = inhibition, actives largely listed as inhibitors. 340,000 tested, under 10 active. AID 493005, 2010; active = well fitted inhibition curve with a large enough effect in the main read-out, with a control signal flat, not every such curve was filed as active; inconclusive = small, poorly fitted or top-dose-only effect, or effect the other way, or a change in a side signal; inactive = no such curve, though single readings can be large or run the other way; note: potency is the fitted concentration of half-maximal effect; % of control where 0% means no effect
Target sequence (Q99816 whole entry, looked up): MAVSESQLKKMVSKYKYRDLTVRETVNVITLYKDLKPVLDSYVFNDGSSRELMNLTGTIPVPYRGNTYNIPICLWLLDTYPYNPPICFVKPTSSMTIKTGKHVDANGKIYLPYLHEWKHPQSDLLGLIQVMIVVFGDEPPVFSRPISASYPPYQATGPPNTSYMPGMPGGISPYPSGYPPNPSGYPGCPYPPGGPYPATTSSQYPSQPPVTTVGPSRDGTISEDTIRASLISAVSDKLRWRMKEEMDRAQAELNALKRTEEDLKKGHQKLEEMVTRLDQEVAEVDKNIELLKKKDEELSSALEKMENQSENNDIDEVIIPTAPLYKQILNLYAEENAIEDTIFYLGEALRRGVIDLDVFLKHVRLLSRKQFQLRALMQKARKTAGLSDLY
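Steps: Tsg101 binding domain dispensed (10 uM final), compounds pinned in DMSO, FITC-labeled PTAP-motif peptide added (50 nM final); after 20 min binding at room temperature, polarization measured.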
Integrin act MD = qHTS for Activators of Integrin-Mediated Alleviation for Muscular Dystrophy. alpha7betagal myoblasts, beta-gal FDG fluorescence, 48 h. Potency, µM (titrated, usually from 38.3 µM), for the others: at the highest dose activation, most hits filed as activators. actives 0.064% (n = 350,000). AID 624291, 2012;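 note: potency is the fitted concentration of half-maximal effect; 100% = response of the positive control SU9516; nearly all actives have a fitted effect of over 60% in size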
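alpha7betagal+/- myoblasts (passage 13, 250/well) treated 48 h at 37C with compounds at 1:260 dilution of DMSO stock. Lysed, then beta-galactosidase activity read as FDG fluorescence (ex 480/em 540) after 30 min, with pre-read for autofluorescence.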
PKM2 act = qHTS Assay for Activators of Human Muscle isoform 2 Pyruvate Kinase; Pyruvate kinase PKM (Homo sapiens), P14618; purified PKM2, Kinase-Glo ATP luminescence, activation; response scale: 0% is enzyme alone, no compound; Potency, µM (doses to about 57.5 µM), for the others: top-dose activation, hits mostly activators; actives 0.34% (n = 260,000); note: potency is the fitted concentration of half-maximal effect; % is set by controls: 0 for no effect and ±100 for the full control effect; nearly all actives have a fitted effect of over 55% in size
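Purified hPK-M2 (>95%) run at intermediate activity with 0.1 mM ADP and 0.5 mM PEP in 50 mM imidazole pH 7.2, KCl, MgCl2; 1 h room temperature. ATP formed read by Kinase-Glo luminescence; normalized to uninhibited and no-enzyme controls.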
B2AR arrestin = qHTS assay of beta-arrestin-biased ligands of beta2-adrenergic receptor | Beta-2 adrenergic receptor (Homo sapiens), P07550 | beta-arrestin recruitment to beta2AR, cell-based reporter | Potency, µM (top dose mostly 46.1 µM), for the others: top-dose activation, hits mostly activators | actives 0.02% (n = 330,000) | AID 492947, 2010;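 note: potency is the fitted concentration of half-maximal effect; 0% = DMSO controls and full agonism = EC100 isoproterenol or metaproterenol; nearly all actives have a fitted effect of over 65% in size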
Target sequence (P07550 whole entry, looked up): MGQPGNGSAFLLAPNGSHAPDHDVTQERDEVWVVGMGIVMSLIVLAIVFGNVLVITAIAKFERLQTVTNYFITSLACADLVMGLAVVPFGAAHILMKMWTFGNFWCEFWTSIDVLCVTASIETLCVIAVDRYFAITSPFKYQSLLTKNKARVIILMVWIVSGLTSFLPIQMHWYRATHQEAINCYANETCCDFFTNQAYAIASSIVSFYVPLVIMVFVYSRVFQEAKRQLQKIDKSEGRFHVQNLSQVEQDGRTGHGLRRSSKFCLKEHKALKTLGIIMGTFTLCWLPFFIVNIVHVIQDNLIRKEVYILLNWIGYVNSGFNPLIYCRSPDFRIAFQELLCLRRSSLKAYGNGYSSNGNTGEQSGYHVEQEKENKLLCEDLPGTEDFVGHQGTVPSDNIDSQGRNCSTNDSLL
Chronic BCR inh = qHTS Assay to Find Inhibitors of Chronic Active B-Cell Receptor Signaling. actives 0.05% (n = 340,000). Potency, µM (titrated, usually from 46.1 µM), for inactives: top-dose ratio change, negative = lower green/red ratio, hits mostly inhibitors. ABC-DLBCL IkBa-CBG/CBR reporter, luminescence ratio, 4 h; active = well fitted inhibition curve with a large enough effect in the signal ratio, with a control signal flat, not every such curve was filed as active; inconclusive = small, poorly fitted or top-dose-only effect, or effect the other way, or a change in a side signal; the % refers to the signal ratio;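 note: potency is the fitted concentration of half-maximal effect; plate controls were basal doxycycline-induced cells for no effect and cells given 10 µM MG132 for full effect; MG132 reads +100%, hits lower the ratio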
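Concentration-response series (up to 46 uM) were applied to TMD8 dual-reporter cells for 4 h at 37C with doxycycline. Green/red ratio, after filter-overlap correction, defined %Activity; red signal alone was normalised to basal cells and zero luminescence.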
Giardia kill = Small Molecules that selectively kill Giardia lamblia: qHTS | Giardia lamblia trophozoite viability | activity change, % at 7.66 µM, hits read low | actives 0.15% (n = 340,000) | AID 540267, 2011; in the data active = activity change below about -80%; inconclusive = between about -30% and that limit;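 note: parasites exposed to compound for two days anaerobically before the ATP read; % is set by controls: 0 for no effect and ±100 for the full control effect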
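Trophozoites 100 cells/well + cpd; 48 hrs, 37 deg C, anaerobic. ATPLite 1-Step added, 15-30 min RT, luminescence read (ATP-based viability).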
ASM inhibitor = Inhibitors of Secretory Acid Sphingomyelinase (S-ASM): qHTS; Sphingomyelin phosphodiesterase (Homo sapiens), P17405; placental ASM, HMU-PC fluorogenic substrate, 60 min; Potency, µM (doses to about 57.5 µM), without a hit: top-dose activity change, negative = inhibition, usual class: inhibitors; actives 0.006% (n = 340,000); note: potency is the fitted concentration of half-maximal effect
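Fluorogenic HMU-PC substrate (9 uM final) is turned over by placental ASM in 60 min at 37 C after a 10 min compound preincubation. Reaction ended by alkaline stop (pH 10), with fluorescence read at 386/447 nm.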
GALK inh = qHTS Assay for Inhibitors of Human Galactokinase (GALK); Purified GALK, Kinase-Glo residual ATP luminescence; Potency, µM (top dose mostly 57.5 µM), for inactives: at the top dose activity change, negative = inhibition, usual class: inhibitors; actives 0.007% (n = 270,000); note: potency is the fitted concentration of half-maximal effect; % is set by controls: 0 for no effect and ±100 for the full control effect
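GALK at 5 nM final was combined with compound, 35 uM ATP and 100 uM galactose in HEPES pH8.0 with MgCl2 and DTT. The reaction ran one hour at room temperature before luminescent ATP detection.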
Menin MLL FP TR = qHTS Assay for Inhibitors Targeting the Menin-MLL Interaction in MLL Related Leukemias: Competition With Texas Red Labeled MLL-derived Mutant Peptide; O00255; Menin + Texas Red MLL mutant peptide, fluorescence polarization; AID 1768, 2009; Potency, µM (doses to about 61.6 µM), for inactives: at the highest dose FP activity change, negative = inhibition, hits mostly inhibitors; actives 0.23% (n = 270,000); active = well fitted inhibition curve with a large enough effect in the polarisation, with a control signal flat, not every such curve was filed as active; inconclusive = small, poorly fitted or top-dose-only effect, or effect the other way, or a change in a side signal; inactive = no such curve, though single readings can be large or run the other way; the % refers to the polarisation; note: potency is the fitted concentration of half-maximal effect; % of control where 0% means no effect; many of its hits are not listed in these tables
FBPA coupling cs = qHTS Assay for Inhibitors of Fructose-1,6-bisphosphate Aldolase from Giardia Lamblia: Coupling assay counterscreen; coupling enzyme system counterscreen, AmpLite Red fluorescence; activity change, negative = inhibition, % at 58.2 µM, hits read low; actives 0.67% (n = 290,000); in the data active = activity change below about -30%; note: % is set by controls: 0 for no effect and ±100 for the full control effect
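Fluorescence at 525 nm excitation and 598 nm emission measured inhibition of the coupled detection system without aldolase. Compounds (at 57.5 uM final) were preincubated 10 min at room temperature with coupling enzyme reagent before a 20 min substrate/AmpLite Red step.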
* marks the source's active call; other numbers are inactive results; u = inconclusive; x = not tested or not shown; [ ] = dose if it differs, or a comment. Unless noted, calls come from the whole dose curve; as a rule, active = well fitted curve in the direction sought with a large enough effect; inconclusive = small, poorly fitted or top-dose-only effect, or another doubt; inactive = no such curve, though single readings can be large; an effect the other way counts as inactive or inconclusive.

SMILES	Tb PFK inh	TSG101-PTAP inh	Integrin act MD	PKM2 act	B2AR arrestin	Chronic BCR inh	Giardia kill	ASM inhibitor	GALK inh	Menin MLL FP TR	FBPA coupling cs
O=C(CSc1nc2ccccc2c(=O)n1NC(=O)Cc1ccccc1)NCc1ccccc1Cl	0%	-4%	13%	-4%	0.0%	0%	8	-9%	0%	x	3
O=C(CN1CCN(C(=O)C2CCC2)CC1)Nc1ccc(F)cc1	-4%	-5%	25%	x	0.0%	-16%	-8	5%	x	x	x
O=C1N=C(N2CCN(c3ccccc3)CC2)S/C1=C\c1ccco1	6%	-3%	28%	-1%	0.1%	0%	3	-10%	8%	u	-24
Cc1nnc(NC(=O)CSc2nnc(-c3ccoc3C)n2CC(C)C)s1	1%	-5%	-5%	-14%	0.0%	-28%	11	-1%	3%	14%	1
Cc1cc(C)n(-c2ccc(N3CCOCC3)nn2)n1	-10%	-11%	-16%	-20%	0.0%	u	9	1%	2%	-6%	-1
COc1ccc(N=Cc2ccc[nH]2)cc1	1%	-3%	-2%	0%	0.2%	u	32[activator]	-1%	1%	-2%	0
CCn1c(=O)cc(OCC(=O)NC2CCCCC2)c2ccccc21	0%	-3%	39%	-6%	0.3%	u	13	-7%	0%	-9%	1
Cc1ccnc(SCC(=O)N2CCN(C(c3ccccc3)c3ccccc3)CC2)n1	-3%	-6%	-4%	2%	-1.4%	1%	4	-5%	5%	u	0
O=C(NCCc1ccccc1)C1CCCN1S(=O)(=O)c1cccc2nsnc12 (stereo unspecified)	-12%	1%	45%	x	0.0%	-7%	10	0%	-8%	x	x
COc1cc(C(=O)O)cc(NC(=O)c2ccco2)c1OC	5%	-1%	28%	-19%	-0.4%	-1%	u	10%	5%	x	2
CS(=O)(=O)Nc1ccccc1C(=O)N1CCN(c2ccccc2)CC1	2%	x	x	1%	0.3%	-1%	x	x	-1%	-16%	5
O=C(CSc1nnc(Nc2ccccc2)s1)NCCN1C(=O)CSC1=O	0%	-2%	-8%	2%	-0.2%	-2%	0	3%	0%	16%	0
Cn1cccc1CC(=O)N/N=C/c1ccc(Cl)cc1	-1%	-6%	2%	-5%	2.9%	u	31[activator]	-3%	1%	x	1
C#CCOCCOCCOCCNc1nc(N2CCN(C(=O)[C@H]([C@@H](C)CC)n3cc([C@@H](N)CC(C)C)nn3)CC2)nc(N2CCN(C(=O)[C@H](Cc3ccc(O)cc3)n3cc([C@@H](N)CC(C)C)nn3)CC2)n1	-3%	-4%	-5%	-2%	2.9%	-3%	u	2%	-2%	u	1
CCOC(=O)N/N=C/C=C/c1ccccc1[N+](=O)[O-]	5%	0%	-19%	-6%	-0.3%	-9%	-16	4%	-1%	-3%	1
CCN(CC)c1ccc(C(=O)OCC(=O)Nc2ccccc2-c2ccccc2)cc1	1%	4%	0%	-4%	-1.1%	-4%	-13	3%	2%	-10%	-2
Cc1cc(C)nc(SCC(=O)NCc2ccco2)n1	2%	-6%	-1%	4%	0.1%	-1%	1	6%	4%	2%	0
Cc1ccc(N(CC(=O)Nc2ccccc2-c2ccccc2)S(=O)(=O)c2ccccc2)c(C)c1	0%	-7%	3%	-1%	-0.8%	12%	15	0%	x	9%	-3
CC(C)(C)CC(=O)NCc1cccs1	3%	-2%	13%	-8%	-0.3%	4%	-4	4%	-1%	0%	5
CCN(CC)C(=O)[C@H]1CC(CC(=O)NCCN2CCOCC2)C(=O)N2CCc3c([nH]c4ccc(OC)cc34)[C@]12C (stereo partly specified)	3%	-4%	-2%	x	-0.9%	-1%	9	2%	x	x	x
Cc1ccc2c(c1)NC(c1cccs1)C1=C(CC(C)(C)CC1=O)N2 (stereo unspecified)	1%	-8%	-1%	-25%	0.1%	0%	-9	-1%	9%	-7%	-2
CCS(=O)(=O)N1CCN(c2ccc(C(=O)NC34CC5CC(CC(C5)C3)C4)cc2[N+](=O)[O-])CC1	2%	-3%	2%	0%	-1.0%	0%	3	-3%	1%	-1%	-16
COc1ccc(CNC(=O)COC(=O)[C@@H]2CCCN2C(=O)c2cccs2)cc1	3%	-5%	15%	x	0.1%	0%	9	-2%	x	x	x
COc1cccc2c1CCc1c-2nc2ccccc2c1C(=O)O	-1%	-12%	10%	x	-0.5%	0%	u	9%	3%	8%	-33*
Cn1cc(S(=O)(=O)NC2CCCCC2)c(=O)n(C)c1=O	-7%	-2%	-11%	x	0.1%	-7%	-28	2%	x	x	x
O=C(Nc1ccc(Cl)c(Cl)c1)N1N=CCC1c1ccccc1 (stereo unspecified)	0%	-3%	-19%	3%	-0.1%	u	4	-5%	1%	37%[activator]	-6
CC1(C)CC(=O)C2=C(C1)N(Cc1ccccc1)C(=O)C2(NC(=O)C(C)(C)C)C(F)(F)F (stereo unspecified)	2%	-5%	0%	-2%	-0.7%	1%	8	4%	-6%	-14%	-1
Fc1ccccc1CSc1nc2ccccc2[nH]1	-1%	-1%	25%	-21%	0.3%	5%	u	1%	4%	11%	-1
CC(=O)Nc1ccc(C(=O)Nc2ccc3c(c2)OCCO3)cc1	2%	-2%	22%	x	0.6%	-3%	0	3%	5%	7%	2
O=c1c2ccccc2nc(-c2ccco2)n1CCc1ccc(O)cc1	1%	-1%	u	x	0.3%	7%	0	1%	0%	37%	5
C/C=C/c1ccc(OCCCCN(C)Cc2ccccc2)c(OC)c1	3%	-2%	-6%	-1%	0.1%	-5%	19	-1%	4%	-16%	2
c1ccc2ncc(-n3cnnn3)cc2c1	1%	-4%	11%	1%	-0.3%	u	6	-1%	0%	12%	5
CC(=O)c1cccc(NC(=O)N2C3CCCC2CC(NC(=O)C2CC2)C3)c1 (stereo unspecified)	4%	-1%	-109%[inhibitor]	4%	-0.1%	0%	-2	-4%	0%	-1%	-14
CN=c1sc(C(=O)Nc2cccc(Cl)c2)cc(=O)n1C	-1%	-1%	-9%	-5%	-1.3%	-8%	-1	-4%	-4%	36%[activator]	-2
COc1ccc(OCC(O)CN2CC(C)OC(C)C2)cc1 (stereo unspecified)	-19%	-3%	-1%	-2%[11.5 µM]	-0.1%	4%	-19	1%	8%	-10%	0
COc1cc2ccccc2cc1C(=O)Nc1ccc(S(=O)(=O)Nc2cc(C)on2)cc1	u	-9%	-24%[7.66 µM]	-15%	0.4%	-1%	-9	-10%	-1%	22%	4
CC1(C(=O)OCC(=O)Nc2nc(-c3ccc(F)c(F)c3)cs2)CC1(Cl)Cl (stereo unspecified)	-7%	-1%	0%	0%	-0.4%	u	-22	-5%	-1%	62%[activator]	0
O=C(COC(=O)c1cc(Br)ccc1O)NC12CC3CC(CC(C3)C1)C2	-7%	-1%	28%	x	0.2%	-1%	-10	-1%	x	x	x
CC(C)NC(=O)NC(=O)COC(=O)c1ccccc1F	-1%	-2%	11%	3%	-0.7%	-4%	-7	x	1%	-4%	0
Cc1nn(Cc2ccccc2Cl)c(C)c1C(=O)N1CCN(c2ccccc2)CC1	-3%	-2%	2%	14%	0.0%	7%	-8	5%	-2%	u	4
O=C(Nc1cccc(C(=O)N2CCCCCC2)c1)c1ccco1	-10%	1%	19%	-7%	0.3%	2%	-5	3%	-1%	-22%	1
Cc1sc2nc(CN3CCOCC3)nc(N3CCN(S(=O)(=O)c4ccccc4)CC3)c2c1C	-2%	-3%	5%	x	0.0%	-5%	46[activator]	-1%	x	x	x
CCOC(=O)c1cccc(NC(=O)CCc2nc(-c3ccc(C)cc3)no2)c1	1%	-1%	8%	2%	-0.9%	-1%	4	-15%	7%	16%	1
O=C(CSc1nc(-c2ccccc2)nc2c1Cc1ccccc1O2)Nc1ccc(C(=O)O)cc1	u	-10%	6%	u	-0.3%	7%	-4	-7%	-1%	68%[activator]	18

High-throughput results as filed in PubChem.

A portion of the library (hit frequency here may not be typical).
